Screening results: PubChem, several laboratories
MITF TRPM1 HTS: increases MITF-driven TRPM1 promoter luciferase signal. SK-MEL-5 TRPM1-promoter luciferase, 24 h; % of positive control, neutral wells = 0. activation, % at 12.5 µM. actives 0.75% (n = 300,000);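 active = mean activation of at least 80% with every replicate also reaching 80%; inconclusive = mean reaches 80% but some replicate falls short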;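 note: 0% = neutral control wells and 100% = parthenolide positive control wells; values of inactives mirror those of a sister screen read the other way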
PvdQ acylase: blocks Pseudomonas aeruginosa PvdQ acylase activity; actives 0.063% (n = 340,000); purified PvdQ acylase, fluorescence plate reader; AID 488965; inhibition, % at 10 µM; in the data active = inhibition above about 30%, passing the limit was not always enough; inconclusive = no clear call, values can overlap the other calls;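 note: 0% = vehicle neutral wells and 100% = reference inhibitor wells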
HTR5A ag ctr: activates human HTR5A in OPRM1-OPRD1 agonist counter-screen | P47898 | HTR5A agonist assay, luminescence, cell-based | activation, % at 9.3 µM | actives 0.61% (n = 340,000); in the data active = activation mostly above about 9.5%, no sharp cut-off; inactive = mostly below about 7.6%;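 note: 0% = cells with vehicle only and 100% = reference agonist; strong numbers were not always called active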
Target sequence (P47898 whole entry, looked up): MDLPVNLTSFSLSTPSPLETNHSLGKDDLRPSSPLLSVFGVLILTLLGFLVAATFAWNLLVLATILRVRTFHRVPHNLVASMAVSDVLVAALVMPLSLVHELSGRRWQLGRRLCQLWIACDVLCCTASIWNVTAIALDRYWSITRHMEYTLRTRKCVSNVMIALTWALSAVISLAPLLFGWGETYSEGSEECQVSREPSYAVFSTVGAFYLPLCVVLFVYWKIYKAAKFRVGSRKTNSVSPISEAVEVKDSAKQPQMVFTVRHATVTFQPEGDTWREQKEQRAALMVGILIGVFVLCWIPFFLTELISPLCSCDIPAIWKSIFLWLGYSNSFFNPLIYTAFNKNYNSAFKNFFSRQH
CDK5 inh: inhibitors of human CDK5/p35 kinase | actives 0.01% (n = 330,000) | Recombinant CDK5/p35, ADP-Glo luminescence, 60 min | Q00535+Q15078 | inhibition, % at 10 µM;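 active = highest replicate inhibition of at least 50% and at least 75% of replicates reaching 50%; inconclusive = only one of the two criteria met; inactive = both criteria failed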;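 note: plate controls were DMSO neutral control for no effect and GW8510 at 10 µM for full effect; many of its hits are not listed in these tables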
Target sequence (Q00535 whole entry, looked up): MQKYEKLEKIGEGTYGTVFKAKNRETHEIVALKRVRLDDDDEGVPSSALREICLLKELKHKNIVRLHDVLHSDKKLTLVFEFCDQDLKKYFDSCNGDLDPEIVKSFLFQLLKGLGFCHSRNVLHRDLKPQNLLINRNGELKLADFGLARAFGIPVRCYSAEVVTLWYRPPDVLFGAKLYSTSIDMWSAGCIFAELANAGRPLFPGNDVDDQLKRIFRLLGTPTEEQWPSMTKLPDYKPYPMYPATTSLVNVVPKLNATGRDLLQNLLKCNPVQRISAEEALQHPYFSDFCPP
Target sequence (Q15078 whole entry, looked up): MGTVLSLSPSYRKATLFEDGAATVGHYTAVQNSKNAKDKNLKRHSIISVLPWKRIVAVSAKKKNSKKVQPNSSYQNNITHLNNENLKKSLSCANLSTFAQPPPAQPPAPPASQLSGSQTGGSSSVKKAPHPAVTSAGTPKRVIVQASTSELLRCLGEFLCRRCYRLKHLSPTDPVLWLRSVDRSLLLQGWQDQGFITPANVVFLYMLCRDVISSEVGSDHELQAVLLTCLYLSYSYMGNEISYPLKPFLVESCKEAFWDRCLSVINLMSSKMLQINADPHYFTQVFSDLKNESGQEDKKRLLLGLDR
V-ATPase pHluor: alters yeast V-ATPase proton transport; S. cerevisiae, pHLuorin cytosolic pH fluorescence; response, % at 10 µM; actives 0.37% (n = 350,000); in the data active = response mostly above about 7.3%, no sharp cut-off; inactive = mostly below about 5.4%; note: actives read high; inactives centre near 0; some compounds called inactive have numbers as strong as hits; reference of the scale not given here
HTR5A inv ag: inverse agonist of human HTR5A in OPRM1-OPRD1 counter-screen | P47898 | HTR5A cell line, luminescence, inverse agonism | actives 0.083% (n = 340,000) | inhibition, % at 9.3 µM | AID 504634; in the data active = inhibition mostly above about 23%, no sharp cut-off; inactive = mostly below about 18%;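 note: 0% = cells with DMSO and 100% = no-cell wells with DMSO; some compounds called inactive have numbers as strong as hits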
dFosB act: mouse delta FosB homodimer activation; activation, % at 25 µM; P13346; actives 0.99% (n = 340,000); purified delta FosB, TAMRA-CDK5 oligo fluorescence polarization; percent of positive-control signal above neutral wells;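 active = mean activation above about 17%, with every replicate also reaching it, limit read from the data, passing the limit was not always enough; inconclusive = only one of the two conditions met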;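 note: fluorescence polarization rise as delta FosB binds a TAMRA Cdk5 AP-1 oligo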
SR-BI DiI inh: blocks mouse SR-BI lipid uptake from DiI-HDL | inhibition, % at 12.5 µM | Q61009 | actives 0.96% (n = 320,000) | ldlA[mSR-BI] CHO cells, DiI-HDL uptake fluorescence, 3 h;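 active = mean replicate inhibition of at least 70% and a set share of replicates each scoring 70 or more; inconclusive = meets just one of the two criteria; inactive = fails both criteria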;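 note: 0% = median of neutral control wells and 100% = median of positive control wells; values of inactives mirror those of a sister screen read the other way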
NSD2 HMT inh: inhibitors of human histone methyltransferase NSD2. O96028. actives 0.54% (n = 310,000). NSD2 peptide methylation, AlphaScreen, 120 min. inhibition, % at 12.5 µM; in the data active = inhibition above about 50%
Wnt act: Wnt/beta-catenin pathway activation | actives 1.2% (n = 300,000) | activation, % at 9.35 µM | Wnt/beta-catenin reporter cell assay, activator, plate reader; in the data active = activation above about 30%, passing the limit was not always enough; inconclusive = no clear call, values can overlap the other calls;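 note: 0% = neutral control wells and 100% = positive control wells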
* marks the source's active call; other numbers are inactive results; ? = inconclusive; . = no result given.

SMILES	MITF TRPM1 HTS	PvdQ acylase	HTR5A ag ctr	CDK5 inh	V-ATPase pHluor	HTR5A inv ag	dFosB act	SR-BI DiI inh	NSD2 HMT inh	Wnt act
CCOC(=O)N1CCC(N2C(=O)c3ccccc3C2Nc2c(C)cccc2C)CC1 (centres undefined)	-4.5	-13.7	3.9	-1.6	0.9	-12.0	-4.4	27.4	.	-1.6
CC(NC(=O)CCc1nc2cc(S(=O)(=O)N3CCOCC3)ccc2n1C)c1ccc(S(N)(=O)=O)cc1 (centres undefined)	5.7	4.8	0.2	-0.3	5.7	3.5	-8.6	-18.5	2.2	-0.5
OCC1OC(n2cnc3c(SCc4ccccc4)ncnc32)C(O)C1O (centres undefined)	.	-12.3	3.1	-0.3	-0.8	-11.9	-11.3	3.3	0.1	8.9
O=C(Nc1ccccc1)Nc1ccccc1C(=O)NCc1ccccc1	17.7	1.1	-3.3	0.8	8.5	-14.7	0.6	19.2	-28.2	4.5
Cc1ccc(NC(=O)COC(=O)CCC2CCCC2)c(Br)c1	3.0	0.1	14.1	-1.2	0.2	-34.3	-0.6	-14.2	-8.9	13.9
CCOc1ccccc1CN1CCN(Cc2c[nH]c3ccccc23)CC1CCO (centres undefined)	.	-19.6	1.4	0.2	-0.6	13.2	0.5	-11.0	10.4	1.7
Fc1ccc(N/N=C(/c2ccccc2)c2ccccn2)cc1	1.4	-10.2	-2.5	2.3	-0.2	-11.0	-4.5	17.6	3.1	-4.2
N#Cc1ccccc1NCC(=O)N1CCN(S(=O)(=O)c2ccccc2)CC1	-11.5	4.4	-0.6	0.1	-1.9	2.2	-4.7	-14.3	-1.8	-5.5
O=c1cc(-c2ccc(O)cc2)oc2c(C3OCC(O)C(O)C3O)c(O)c(C3OC(CO)C(O)C(O)C3O)c(O)c12 (centres undefined)	7.7	11.5	5.6	0.7	0.8	18.1	-2.2	-7.0	.	-0.9
O=C1[C@@H]2[C@@H]3C[C@@H]([C@H]4ON=C(c5ccc(OCc6ccccc6)cc5)[C@@H]34)[C@@H]2C(=O)N1c1ccc2c(c1)OCO2	11.0	-2.8	1.6	1.5	0.6	-5.6	1.0	-19.1	1.0	0.7
Cc1cc(NC(=O)C2Oc3ccccc3OC2C)no1 (centres undefined)	-6.8	11.7	1.0	-0.1	-1.7	2.4	-9.2	-0.6	-1.8	6.0
CC(C)CC(=O)Nc1nnc(SCC(=O)Nc2ccc(F)cc2)s1	11.5	-3.3	2.8	1.9	-2.8	-7.9	-6.2	-13.3	-0.4	-1.7
CN1C(=O)c2cccc(NC(=O)Cc3ccccc3)c2C1=O	-6.0	-0.8	-4.5	0.8	-3.2	12.7	-10.4	0.4	.	0.1
Cc1cccc(C(=O)NNS(=O)(=O)c2ccccc2)c1O	11.5	-8.0	3.7	0.9	-3.0	-28.6	3.5	-25.6	-0.8	1.1
COc1cc(OC)cc(C(=O)NNC(=O)Cc2cccs2)c1	-15.7	15.0	3.7	2.3	-3.1	-10.2	-11.3	-8.3	2.6	-1.8
O=C1Nc2ccccc2Oc2cc([N+](=O)[O-])ccc21	-32.6	-2.1	6.1	1.0	0.5	-16.8	13.3	21.0	1.9	-1.4
COc1ccccc1OCCCCn1ncc2ccc(OC)c(OC)c2c1=O	-3.3	-1.3	3.6	-0.5	-1.3	-13.8	7.1	-18.6	12.9	0.5
CCOC(=O)c1sc(=S)n(CC)c1NC(=O)C1CC1	-1.5	10.7	-6.2	-0.1	-0.8	15.5	-1.4	.	-0.4	0.3
CC1CCCC(NC(=O)C2c3ccccc3C(=O)N2Cc2cccs2)C1C (centres undefined)	-0.9	1.0	7.0	0.0	-2.1	-18.8	-2.4	-35.2	-0.9	-0.8
Cc1ccc(N(CC(=O)NCc2ccc(F)cc2)C(=O)c2snc(C(N)=O)c2N)cc1C	-10.0	3.2	-1.4	-2.1	4.0	4.1	?	.	-7.8	-3.2
Cc1nn(-c2ccccc2)c2c1C(c1cccc([N+](=O)[O-])c1)N(c1ccccc1)C(=O)N2 (centres undefined)	-8.3	-11.0	2.3	0.4	-2.4	-6.0	-20.0	5.1	16.1	.
COc1ccc(OCC(=O)Nc2cccc(OC)c2)cc1	25.3	8.9	5.2	0.4	-1.3	-20.1	-4.4	-3.0	-3.1	17.5
O=C(CSc1nc2ccccc2s1)NCC1CCCO1 (centres undefined)	14.9	-0.6	-2.1	-0.3	1.0	-12.1	1.9	-20.0	6.5	1.4
COC(=O)CC1=C(C)C(=O)CC2C(C)(C)CCCC12C (centres undefined)	-2.8	13.1	6.1	2.7	-6.4	10.5	-5.5	1.4	.	1.5
O=C(O)c1ccccc1/C=N/N1CCN(C2c3ccccc3-c3ccccc32)CC1	12.3	3.2	.	-1.1	-2.4	.	-1.7	7.3	2.5	-1.3

Ordered by the number under dFosB act (descending): 3 from the list above
| structure | dFosB act |
| --- | --- |
| O=C1Nc2ccccc2Oc2cc([N+](=O)[O-])ccc21 | 13.3 |
| CC(C)CC(=O)Nc1nnc(SCC(=O)Nc2ccc(F)cc2)s1 | -6.2 |
| Cc1nn(-c2ccccc2)c2c1C(c1cccc([N+](=O)[O-])c1)N(c1ccccc1)C(=O)N2 (centres undefined) | -20.0 |

Next structures follow.
SMILES	MITF TRPM1 HTS	PvdQ acylase	HTR5A ag ctr	CDK5 inh	V-ATPase pHluor	HTR5A inv ag	dFosB act	SR-BI DiI inh	NSD2 HMT inh	Wnt act
Cc1ccccc1N(CC(=O)Nc1ccc(F)cc1)S(C)(=O)=O	.	0.9	2.0	-1.5	-4.0	-6.9	-3.6	6.7	1.6	.
CC1CCCCC1NC(=O)c1ccco1 (centres undefined)	-7.6	5.7	4.0	-0.5	1.7	1.1	-7.1	2.4	3.7	0.9
CSc1ccccc1OCc1cc(C(=O)N(C)CCc2c(C)n[nH]c2C)no1	1.8	3.6	-2.3	-1.2	-3.8	-12.7	-3.0	20.1	-2.8	1.6
CNC(=O)/C(C#N)=C/c1cccc(Oc2ccccc2)c1	-0.6	-10.5	3.0	0.4	-2.4	-8.7	-4.6	6.5	0.1	9.2
COc1cccc(CN2CCN(Cc3nc(C(C)C)cs3)CC2CCO)c1 (centres undefined)	1.0	-3.5	1.8	-2.1	0.7	5.9	-6.2	2.6	-2.3	-2.1
COc1ccccc1NC(=O)c1cc([N+](=O)[O-])ccc1N1CCOCC1	-13.5	-11.0	11.2	0.7	2.7	-28.7	4.8	57.6	5.8	6.8
CN=C(NC(=O)Nc1c(C)cccc1C)NC(=O)Nc1c(C)cccc1C	-2.0	-2.6	4.5	-1.2	3.1	-12.5	-4.9	-9.4	-1.8	-8.4
c1ccc2c(N3CCOCC3)nc(-c3ccncc3)nc2c1	3.9	6.9	5.1	4.2	-2.7	-27.4	-25.2	14.1	-0.4	0.4
CCC(NC(=O)Cc1c(C)c2ccc(OC)c(C)c2oc1=O)C(=O)NC(Cc1ccc(Cl)cc1)C(=O)O (centres undefined)	-9.2	-18.5	0.6	-3.2	-2.5	3.6	-10.6	-7.9	.	-2.0
Cc1ccc(C(=O)N/C(=C/c2cccs2)C(=O)NCC2CCCO2)cc1 (centres undefined)	-9.3	7.0	2.5	-0.1	-2.0	-6.4	-4.1	-12.2	-2.2	-12.8
CC1C2CC(C(CN(C)C)/C2=N/O)C1(C)C (centres undefined)	3.1	-8.3	-2.6	-1.2	-4.1	2.6	4.1	11.5	0.1	.
COc1cc(-c2nnc(-c3ccc(S(=O)(=O)c4ccccc4)cc3)o2)cc(OC)c1OC	-6.0	7.1	-2.4	1.5	2.2	5.2	-11.9	33.0	-0.4	.
CCCCc1n(CC(=O)c2ccc(Cl)cc2)c2ccccc2[n+]1C	-20.6	-27.7	0.2	-3.6	-2.6	-0.5	-9.4	6.1	1.7	-4.1
Cn1c(Cc2cccs2)nnc1SCC(=O)N1CCCc2ccccc21	5.7	-7.9	0.7	-0.5	-1.9	10.7	-4.8	-115.5	2.5	-3.6
CC(=O)Oc1ccc(N2C(=O)c3cccc4c([N+](=O)[O-])ccc(c34)C2=O)cc1	.	21.2	3.6	1.1	-29.0	-13.7	-3.1	-19.2	0.5	-6.7
O=C(Cc1cccs1)NCc1ccccc1	18.4	7.0	2.4	-1.6	-5.4	9.8	1.8	-32.2	-4.2	4.7
CC(=O)N1CCN(C(=O)c2cc(=O)c3ccccc3o2)CC1	11.8	-2.7	2.2	-1.8	-1.1	-6.6	10.0	.	1.1	1.8
Cc1ccc2nsnc2c1S(=O)(=O)N(Cc1ccco1)Cc1cc2cccc(C)c2[nH]c1=O	-10.1	-19.1	2.4	0.8	-3.7	15.0	-1.8	3.3	.	1.7
O=C(CN1CCCCCC1)Nc1cccc([N+](=O)[O-])c1	1.4	5.3	2.9	-7.0	0.4	0.1	-7.5	-13.8	5.9	-0.8
CCC(=O)c1ccc(OCC(O)CN2CCN(S(=O)(=O)N3CCCCC3)CC2)cc1 (centres undefined)	-0.8	-10.4	-0.5	-2.6	3.5	1.1	0.9	30.3	0.3	.
O=S(=O)(c1ccc(N2CCCC2)cc1)C(F)(F)F	17.1	7.8	1.5	0.3	1.8	-7.0	-3.2	-3.7	0.4	-9.2
Cc1ccsc1C(=O)N1CCN(S(=O)(=O)c2cccc(F)c2)CC1	-1.2	0.2	2.8	0.7	7.6	-6.8	0.6	-3.5	-0.5	-1.6
Cc1ccc2nc(C3CCCN(C(=O)NCc4ccccc4)C3)[nH]c2c1 (centres undefined)	14.6	-6.9	3.1	-1.5	-3.8	-38.5	-3.9	-2.8	-1.2	.
Cc1cc(Br)ccc1NC(=O)CN(C)C(=O)CSC(=S)N1CCCC1	14.6	-9.5	0.0	-8.4	1.3	-0.1	-8.8	23.7	0.8	-4.4
CCOc1ccccc1C(=O)N(Cc1cccs1)C1CCS(=O)(=O)C1 (centres undefined)	0.9	-8.5	-4.9	-4.8	-3.5	11.7	-4.6	-6.5	26.4	.
Remaining list, next part
SMILES	MITF TRPM1 HTS	PvdQ acylase	HTR5A ag ctr	CDK5 inh	V-ATPase pHluor	HTR5A inv ag	dFosB act	SR-BI DiI inh	NSD2 HMT inh	Wnt act
COCn1c(-c2cccc(Br)c2)nc2ccccc21	22.7	-12.6	-1.9	-0.5	3.7	4.4	-6.5	22.2	-5.5	.
O=C(NCC1CC1)C1(C(F)(F)F)C/C(=C\Cc2ccccc2)CCCO1 (centres undefined)	6.3	-8.4	4.8	1.4	4.0	-12.9	6.5	8.1	.	-1.6
CC(C)COc1cccc(C(=O)Nc2ccc(N3CCOCC3)cc2N2CCOCC2)c1	5.2	-2.8	0.9	-0.6	4.2	4.0	-12.1	59.3	3.1	-3.1
Cc1onc(-c2ccccc2)c1-c1ccc(S(N)(=O)=O)cc1	-7.4	-2.3	-1.5	0.6	-1.9	5.3	1.0	8.2	.	-0.9
Cn1c(CSc2nc3ccc(Br)cc3[nH]2)nc2ccccc21	-1.1	-5.0	-0.6	-1.1	-3.6	1.5	1.4	-0.3	1.5	0.0
COC(=O)CSc1nc(N)c(C#N)c(-c2ccc(O)cc2)c1C#N	7.8	-4.4	-2.0	0.1	-0.7	18.8	3.1	.	0.1	-0.5
Cc1nc2ccc3[nH]snc3c2n1	-6.5	-9.6	2.1	4.0	-1.0	-6.0	-4.6	10.0	0.2	-1.1
O=C(O)Cn1cc(CN2CCOCC2)c2ccccc21	.	-10.1	2.6	0.6	-2.9	-10.7	-2.5	12.1	-0.6	-0.3

Not a hit list; 5% or so of the library scored in one or more.
